NFkB transloc inh: blocks IL-1B driven NFkB nuclear translocation in HUVEC cells. HUVEC IL-1B NFkB p65 nuclear translocation imaging. inhibition, % at 2 µM. AID 796. actives 0.43% (n = 94,000);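 active = inhibition above about 30% together with a positive call from visual inspection of the well image, limit read from the data; inconclusive = inhibition above a set limit but visual check negative; inactive = inhibition not above a set limit, visual check negative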;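 also: nuclear over cytoplasmic p65 intensity ratio measured by imaging; 0% = IL-1B stimulated DMSO wells and 100% = unstimulated DMSO wells; values of inactives mirror those of a sister screen read the other way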
PLAP inhibition: PLAP enzyme inhibitors, biochemical, luminescence, HTS (AID 690). purified PLAP, luminescent substrate; higher % means a stronger effect. inhibition, % at 20 µM; hits with a dose series show IC50 in µM. actives 0.08% (n = 96,000); in the data active = a potency from the dose series; inactive = the rest, 99 in 100 with inhibition below about 30%; also: strong numbers were not always called active
MRP resist rev: reverses drug resistance mediated by MRP; actives 0.04% (n = 85,000); differential viability (reversal), % at 10 µM; AID 602; H69AR cells + 2 uM doxorubicin, CellTiter-Glo, 72 h;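 active = viability drop by adding the cancer drug above about 55%, with treated viability meeting a 40% cutoff, limit read from the data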;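 also: viability without doxorubicin minus viability with 2 µM doxorubicin for each compound; larger differential means the compound sensitizes cells more to doxorubicin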
NFkB transloc pot: enhances IL-1B driven NFkB nuclear translocation. actives 0.3% (n = 94,000). HUVEC IL-1B NFkB p65 nuclear translocation imaging. activation, % at 2 µM;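 active = activation above 40%, about the mean plus 3 SD, also judged a hit on visual image review; inconclusive = activation above 40% but not a hit on visual review; inactive = activation not above 40% and no visual hit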;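 also: percent activation is computed from the nuclear over cytoplasmic p65 intensity ratio; values of inactives mirror those of a sister screen read the other way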
Bcl-B displacement: displacers of TR3 peptide from Bcl-B, primary screen, selectivity assay for Bfl-1 inhibitor project, biochemical, fluorescence polarization; FP displacement of FITC-TR3 peptide from Bcl-B; higher % means a stronger effect; one-dose displacement, % at 20 µM; IC50 in µM for titrated hits; actives 0.11% (n = 96,000);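 active = displacement above 50% at 20 µM plus a fluorescence interference ratio under 1.5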;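 also: plate controls were wells without compound for no effect and wells lacking Bcl-B protein for full effect; a part of the inactive calls stands beside numbers as strong as those of hits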
MRP resist rev cytotoxicity: second read-out of MRP resist rev, no call of its own (marks repeat the call); viability, %; H69AR cells, CellTiter-Glo, 72 h; measured here: cytotoxicity without doxorubicin
MRP resist rev with doxorubicin: further read-out of MRP resist rev, marked with its call; viability, %; measured here: viability with 2 uM doxorubicin; active compounds read low
NFkB transloc inh cell count 2 µM: also measured in NFkB transloc inh; calls as there; cell count; measured here: cells passing quality filter;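 raw number of nuclei counted in each imaged well without normalization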
NFkB transloc pot cell count 2 µM: also measured in NFkB transloc pot; calls as there; cell count; measured here: cells passing quality filter
* marks the source's active call; other numbers are inactive results; ? = inconclusive; / = not tested or not shown.

SMILES | NFkB transloc inh | NFkB transloc inh cell count 2 µM | PLAP inhibition | MRP resist rev | MRP resist rev cytotoxicity | MRP resist rev with doxorubicin | NFkB transloc pot | NFkB transloc pot cell count 2 µM | Bcl-B displacement
O=C(Cn1cnc2ccccc21)NCCCN1CCOCC1 | -53 | 109 | -22% | 0 | 93 | 93 | ? | / | -9%
CCCNS(=O)(=O)c1ccc(OCC(=O)Nc2ccc3c(c2)OCCO3)cc1 | -15 | 54 | 12% | 16 | 85 | 69 | 15 | 54 | 1%
COc1cc(Cl)ccc1S(=O)(=O)n1nc(C)cc1C | 3 | 169 | -10% | 8 | 101 | 93 | -3 | 169 | -4%
Nn1c(SCc2cccc3ccccc23)nnc1-c1ccco1 | -2 | 134 | 17% | -4 | 85 | 89 | 1 | 134 | 6%
O=[N+]([O-])c1cc(Cl)ccc1NCCNc1ncc(C(F)(F)F)cc1Cl | -13 | 146 | 20% | / | / | / | 13 | 146 | 4%
Cc1cccc(-c2nnc3n2N=C(c2ccc(Br)cc2)CS3)c1 | / | / | 14% | -15 | 52 | 67 | / | / | -33%
Cn1c(CCN2CCCCC2)nc2cc(NC(=O)Nc3ccccc3)ccc21 | -2 | 119 | -58% | 13 | 75 | 62 | 2 | 119 | -9%
Cn1c(CN2CCN(c3ccc(Cl)cc3)CC2)nc2ccccc21 | 4 | 127 | -12% | 7 | 99 | 92 | -4 | 127 | -10%
CC1(C)Cc2ccccc2-c2nnc(SCC(=O)Nc3ccc4c(c3)OCO4)n21 | -12 | 143 | 4% | -1 | 90 | 91 | 12 | 143 | -6%
NC(=O)CSCc1c(Cl)cccc1Cl | -1 | 120 | 22% | -8 | 93 | 101 | 1 | 120 | -3%
CCCS(=O)(=O)c1c(S(=O)(=O)CCC)c2ccccn2c1C(=O)OC | 7 | 68 | -31% | 9 | 85 | 76 | -7 | 68 | -9%
c1ccc(-n2nnnc2SCc2ccccn2)cc1 | -22 | 159 | 12% | -11 | 78 | 88 | 22 | 159 | -2%
CC(C)COC(=O)c1ccc(NC(=O)C2C3C=CC(C3)C2C(=O)O)cc1 (stereo unspecified) | -13 | 184 | -34% | 20 | 98 | 78 | 13 | 184 | -7%
CCc1nc2c(cnn2-c2ccc(Cl)cc2)c(=O)n1-c1ccc(OC)cc1 | -3 | 111 | -23% | -12 | 64 | 76 | 3 | 111 | 9%
CCN(CC)S(=O)(=O)c1cccc(NC(=O)C2SC(=Nc3ccc(C)cc3C)C(C(=O)NCC3CCCO3)=C2N)c1 (stereo unspecified) | -5 | 115 | -67% | / | / | / | 5 | 115 | -34%
O=C(CSc1nc(-c2ccccc2)nc2c1Cc1ccccc1O2)Nc1ccccc1 | 14 | 159 | 1% | 2 | 98 | 97 | -13 | 159 | 1%
COc1ccccc1C1CN=NC12CCCc1ccccc1C2=O (stereo unspecified) | 3 | 111 | 3% | / | / | / | -3 | 111 | -2%
COCCNc1oc(-c2ccc(F)cc2)nc1C#N | 3 | 137 | -1% | -9 | 94 | 103 | -3 | 137 | -2%
COC(=O)Cn1c(CN2CCN(c3ccc(F)cc3)CC2)nc2c1c(=O)n(C)c(=O)n2C | -5 | 154 | -68% | 4 | 91 | 87 | 5 | 154 | -4%
C=C(C)CSc1nc(N)cc(=O)[nH]1 | / | / | 0% | -4 | 85 | 89 | / | / | -2%
CS(=O)(=O)N1CCN(C(=O)c2cccnc2)CC1 | -6 | 127 | 8% | -6 | 98 | 104 | 6 | 127 | -2%
COc1ccc(CCn2nnc(-c3ccc(NC(C)=O)c(Cl)c3)n2)cc1 | -8 | 97 | / | 10 | 96 | 86 | 8 | 97 | /
O=C(NCc1ccc2c(c1)OCO2)c1ccc2c(c1)C(=O)N(Cc1cccnc1)C2=O | -15 | 104 | 6% | 9 | 111 | 102 | 15 | 104 | -8%
C/C=C/C(=O)Nc1ccccc1Br | / | / | 13% | -6 | 85 | 92 | / | / | -8%
Cc1ccc2[nH]c3c(=O)n(CCCN4CCOCC4)cnc3c2c1 | 6 | 152 | -43% | 4 | 86 | 82 | -6 | 152 | -7%
O=C(CN1CCC(n2nnc3ccccc32)CC1)Nc1ccc2c(c1)CCC2 | -20 | 148 | -39% | -7 | 80 | 87 | 20 | 148 | -2%
COc1ccc(OC)c(S(=O)(=O)n2cccn2)c1 | -4 | 133 | 5% | 0 | 83 | 83 | 4 | 133 | 7%
Cc1ccc(-c2oc3ccccc3c(=O)c2O)cc1 | / | / | -25% | -8 | 46 | 54 | / | / | -2%
Cc1ccc2c(c1Br)/C(=N/N1C(=O)c3ccccc3C1=O)C(=O)N2 | -6 | 170 | -23% | / | / | / | 7 | 170 | 3%
O=C(CSc1nnc(-c2ccco2)o1)NCC(=O)c1ccccc1 | 11 | 159 | -24% | 12 | 92 | 80 | -11 | 159 | -2%
Cc1sc(NC(=O)COc2cccc(-n3cnnn3)c2)c(C#N)c1C | 0 | 91 | 6% | 15 | 96 | 82 | 0 | 91 | 2%
O/N=C1/CCc2cccc3cccc1c23 | 6 | 91 | -5% | 5 | 88 | 83 | -6 | 91 | 10%
CC1CCN(C(=O)COC(=O)c2cc(Cl)cc(Cl)c2N)CC1 | 3 | 184 | 5% | 14 | 84 | 70 | -3 | 184 | 1%
CCOc1ccc2nc(NC(=O)c3cnccn3)sc2c1 | 10 | 137 | -8% | -1 | 70 | 71 | -10 | 137 | 3%
C/C(=N\NS(=O)(=O)c1ccc(Cl)cc1)c1ccc(O)cc1 | 7 | 134 | 13% | / | / | / | -7 | 134 | -1%
CCN(Cc1ccccc1)C(c1ccc(C)cc1)c1nnnn1C(C)(C)CC (stereo unspecified) | -3 | 152 | 6% | -4 | 55 | 60 | 3 | 152 | 6%
O=C(CSc1nnc(-c2ccc(F)cc2)o1)Nc1ccc(S(=O)(=O)N2CCCCCC2)cc1 | -3 | 191 | 30% | 3 | 48 | 45 | 3 | 191 | -16%
COc1ccc(CN2CCC(C(=O)N(C)CCc3ccc(OC)c(OC)c3)CC2)c(OC)c1 | / | / | -58% | / | / | / | / | / | 0%
CNc1c([N+](=O)[O-])cnn1-c1ccccc1Cl | 8 | 110 | 5% | / | / | / | -8 | 110 | 0%
Cc1nc2c(C(=O)NCc3ccc4c(c3)OCO4)c[nH]n2c(=O)c1Cc1ccccc1F | / | / | -39% | -17 | 89 | 106 | / | / | -4%
COc1ccc(CC(=O)N2CCN(c3ccccn3)CC2)cc1OC | 4 | 92 | -4% | 49 | 84 | 35 | -4 | 92 | -10%
CC1=C(C(=O)N2CCOCC2)C(c2ccccc2F)C2=C(CC(C)(C)CC2=O)N1 (stereo unspecified) | -32 | 104 | -1% | / | / | / | 32 | 104 | -7%
CCOc1ccc(NC(=O)CSC(N)=O)cc1 | / | / | -58% | -45 | 15 | 60 | / | / | -3%
CCOC(=O)C1=C(CNCc2ccccc2Cl)NC(=O)NC1c1ccc2c(c1)OCO2 (stereo unspecified) | -15 | 148 | 6% | 1 | 79 | 78 | 15 | 148 | -10%
Cc1ccc(C(=O)NC2CCCCCC2)cc1N1CCCC1=O | -8 | 123 | -10% | 14 | 99 | 86 | 8 | 123 | 5%
COCCNC(=O)c1cc2c3ccccc3n(C)c2s1 | 5 | 148 | -32% | / | / | / | -5 | 148 | 12%
CCn1c(=O)cc(SCC(=O)N2CCN(c3ccccc3OC)CC2)c2ccccc21 | 12 | 90 | -48% | -9 | 55 | 64 | -12 | 90 | 7%
COc1ccc(NC(=O)c2ccco2)cc1NC(=O)c1ccc(C)cc1 | -23 | 107 | -20% | -1 | 63 | 64 | 23 | 107 | -13%
FC(F)Sc1ccc(NC(=S)NCC2CCCCC2)cc1 | 2 | 187 | -65% | -8 | 5 | 13 | -2 | 187 | -11%
O=C(CN1CCN(C(=O)N2CCOCC2)CC1)Nc1ccc(Br)cc1 | 4 | 76 | -25% | 16 | 95 | 79 | -4 | 76 | -6%

One compound at a time, as listed above. Screens in order: NFkB transloc inh	NFkB transloc inh cell count 2 µM	PLAP inhibition	MRP resist rev	MRP resist rev cytotoxicity	MRP resist rev with doxorubicin	NFkB transloc pot	NFkB transloc pot cell count 2 µM	Bcl-B displacement
O=C(CN1CCN(C(=O)N2CCOCC2)CC1)Nc1ccc(Br)cc1 across the screens: 4	76	-25%	16	95	79	-4	76	-6%
CCc1nc2c(cnn2-c2ccc(Cl)cc2)c(=O)n1-c1ccc(OC)cc1 across the screens: -3	111	-23%	-12	64	76	3	111	9%
O=C(CN1CCC(n2nnc3ccccc32)CC1)Nc1ccc2c(c1)CCC2 across the screens: -20	148	-39%	-7	80	87	20	148	-2%
COc1ccc(CC(=O)N2CCN(c3ccccn3)CC2)cc1OC across the screens: 4	92	-4%	49	84	35	-4	92	-10%
FC(F)Sc1ccc(NC(=S)NCC2CCCCC2)cc1 across the screens: 2	187	-65%	-8	5	13	-2	187	-11%

Additional compounds follow.
SMILES | NFkB transloc inh | NFkB transloc inh cell count 2 µM | PLAP inhibition | MRP resist rev | MRP resist rev cytotoxicity | MRP resist rev with doxorubicin | NFkB transloc pot | NFkB transloc pot cell count 2 µM | Bcl-B displacement
Cc1cc(C(=O)N2CCN(c3ccccc3)CC2)c(C)o1 | -6 | 179 | -13% | -7 | 83 | 90 | 6 | 179 | 20%
CCOc1ccc(/C=C/C2=Cc3c(sc(NC(=O)CSc4n[nH]c(N)n4)c3C#N)C(C)(C)C2)cc1 | 11 | 102 | -26% | 1 | 2 | 1 | -11 | 102 | -170%
Cn1c(-c2cc3ccc(OC(=O)C(C)(C)C)cc3oc2=O)nc2ccccc21 | 4 | 179 | -13% | 9 | 85 | 76 | -4 | 179 | -3%
COC(=O)C1C2C=CC(C3CC23)C1C(=O)OCC(=O)c1ccccc1 (stereo unspecified) | -8 | 155 | -25% | / | / | / | 8 | 155 | -7%
Cc1ccc(N2C(=O)CSC2c2ccccn2)cc1Cl (stereo unspecified) | -10 | 134 | -9% | 5 | 100 | 96 | 9 | 134 | 4%
Cc1cccc(-c2noc(CCCOc3ccc(Cl)cc3Cl)n2)c1 | 7 | 65 | 46% | 25 | 104 | 79 | -7 | 65 | -3%
O=C1N(Cc2ccccc2F)c2ccccc2C12OCCCO2 | -11 | 157 | 1% | 9 | 87 | 78 | 11 | 157 | -9%
O=C(CN(c1ccc(Cl)cc1)S(=O)(=O)c1ccccc1)N/N=C/c1ccco1 | -29 | 186 | -69% | / | / | / | 29 | 186 | -24%
COc1ccc(-c2nc(-c3ccccc3OC)no2)cc1OC | -4 | 135 | -54% | -14 | 59 | 73 | 4 | 135 | 5%
NS(=O)(=O)c1ccc(NC(=O)N[C@@H](Cc2ccccc2)C(=O)O)cc1 | -14 | 95 | / | 2 | 99 | 96 | 14 | 95 | /
COC(=O)Nc1nc(-c2ccccc2)c(C(=O)c2ccc(Cl)cc2)s1 | 5 | 155 | -2% | / | / | / | -5 | 155 | 4%

In a second layout: 2 of the compounds above
> COC(=O)C1C2C=CC(C3CC23)C1C(=O)OCC(=O)c1ccccc1 (stereo unspecified)
  NFkB transloc inh = -8
  NFkB transloc inh cell count 2 µM = 155
  PLAP inhibition = -25%
  MRP resist rev = /
  MRP resist rev cytotoxicity = /
  MRP resist rev with doxorubicin = /
  NFkB transloc pot = 8
  NFkB transloc pot cell count 2 µM = 155
  Bcl-B displacement = -7%

> Cc1cccc(-c2noc(CCCOc3ccc(Cl)cc3Cl)n2)c1
  NFkB transloc inh = 7
  NFkB transloc inh cell count 2 µM = 65
  PLAP inhibition = 46%
  MRP resist rev = 25
  MRP resist rev cytotoxicity = 104
  MRP resist rev with doxorubicin = 79
  NFkB transloc pot = -7
  NFkB transloc pot cell count 2 µM = 65
  Bcl-B displacement = -3%

An excerpt from above with just NFkB transloc pot cell count 2 µM.
Molecule	NFkB transloc pot cell count 2 µM
O=[N+]([O-])c1cc(Cl)ccc1NCCNc1ncc(C(F)(F)F)cc1Cl	146
CCOc1ccc2nc(NC(=O)c3cnccn3)sc2c1	137
COc1ccc(CCn2nnc(-c3ccc(NC(C)=O)c(Cl)c3)n2)cc1	97
Cn1c(CCN2CCCCC2)nc2cc(NC(=O)Nc3ccccc3)ccc21	119

An excerpt; rates above refer to the full screens.
